Screening data deposited in PubChem BioAssay by The Scripps Research Institute Molecular Screening Center.
OX1R antag-1: OX1R (HCRTR1) antagonists, primary screen, fluorescence, CHO/OX1R cells, Fluo-8 calcium, orexin A; inhibition, % at 5 µM; AID 434989, 2010; Fluo-8 calcium fluorescence; hit rate 0.43% among 330,000;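 active = inhibition above its plate's threshold, mean inhibition of all tested compounds on the plate plus 3 SD, cut at about 37% in these data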;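 note: 0% = orexin A challenge wells and 100% = SB-334867-A antagonist wells; not every result past the cut was called active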
Target sequence (O43613 whole entry, looked up): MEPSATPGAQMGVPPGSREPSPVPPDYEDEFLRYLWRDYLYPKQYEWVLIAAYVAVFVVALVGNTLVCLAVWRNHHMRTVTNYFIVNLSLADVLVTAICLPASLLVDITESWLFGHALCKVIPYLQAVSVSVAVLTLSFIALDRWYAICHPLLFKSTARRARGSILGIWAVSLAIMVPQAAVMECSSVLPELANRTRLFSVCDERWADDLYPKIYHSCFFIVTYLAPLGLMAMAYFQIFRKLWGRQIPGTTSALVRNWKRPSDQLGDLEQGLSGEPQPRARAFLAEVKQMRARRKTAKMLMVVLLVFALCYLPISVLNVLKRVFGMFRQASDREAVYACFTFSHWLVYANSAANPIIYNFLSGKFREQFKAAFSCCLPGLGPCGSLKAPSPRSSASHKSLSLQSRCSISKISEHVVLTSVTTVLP
OX1R antag-2: antagonists of human orexin 1 receptor (OX1R). AID 485270, 2010. hit rate 1.8% among 330,000. OX1R-expressing cells, FRET antagonist read-out. inhibition, % at 6.6 µM; in the data active = inhibition mostly above about 38%, no sharp cut-off; inactive = mostly below about 40%;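 note: 0% = agonist challenge alone and 100% = reference antagonist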
* hit, by the source's call.

What do the screens show for `Cc1ccc(/C=C2/C(=N)N3N=C(CC(=O)N4CCCC4)SC3=NC2=O)cc1`?
OX1R antag-1: 4; OX1R antag-2: -4

What do the screens show for `COC(=O)c1cc(NC(=O)N2c3ccccc3Sc3ccccc32)cc(C(=O)OC)c1`?
OX1R antag-1: -18; OX1R antag-2: 19

Results for Cc1cc(NC(=O)COC(=O)CCCOc2ccc(Cl)cc2C)no1 ?
OX1R antag-1: 5; OX1R antag-2: 7

What do the screens show for `Cc1occc1C(=O)N/N=C/C=C\c1ccccc1[N+](=O)[O-]`?
OX1R antag-1: 4; OX1R antag-2: 15

Results for COc1cccc(C2C3=C(CC(C)(C)CC3=O)Nc3n[nH]c(C)c32)c1 (configuration not stated) ?
OX1R antag-1: -27; OX1R antag-2: 10

What do the screens show for `Cc1cc(C)n(-c2nc(N(C)C)nc(N3CCOCC3)n2)n1`?
OX1R antag-1: -4; OX1R antag-2: 7

How did CN(CC(=O)Nc1ccccc1C(F)(F)F)C(=O)C1CCN(S(=O)(=O)c2ccc3c(c2)OCCO3)CC1 do in these assays?
OX1R antag-1: -17; OX1R antag-2: 8

What do the screens show for `CCOc1ccc(N(CC(=O)N2CCCCCC2)S(=O)(=O)c2ccc(C)cc2)cc1`?
OX1R antag-1: -15; OX1R antag-2: 41

How did Cc1cccc(NS(=O)(=O)c2cccc(C(=O)N3CCCCCC3)c2)c1 do in these assays?
OX1R antag-1: -19; OX1R antag-2: 4

How did COc1ccc(/C=N/NC(=O)C(N)=O)c(OC)c1OC do in these assays?
OX1R antag-1: -11; OX1R antag-2: 3

What do the screens show for `CCOC(=O)CS(=O)(=O)c1ccccc1`?
OX1R antag-1: -19; OX1R antag-2: 15

How did COc1nc(-c2ccc(Cl)cc2Cl)nc2ccccc12 do in these assays?
OX1R antag-1: -41; OX1R antag-2: 1

How did CCCCN(C(=O)CSc1nc2ccccc2s1)c1c(N)n(CCCC)c(=O)[nH]c1=O do in these assays?
OX1R antag-1: -16; OX1R antag-2: 14

What do the screens show for `Cc1cc2oc(=O)cc(CN(C)Cc3cccc(F)c3)c2cc1Cl`?
OX1R antag-1: -34; OX1R antag-2: 1

How did CCOC(=O)C1=C(COC(=O)COc2ccccc2C#N)NC(=O)NC1C (configuration not stated) do in these assays?
OX1R antag-1: -24; OX1R antag-2: 3

What do the screens show for `CN(c1ccccc1)S(=O)(=O)c1cccc(C(=O)OCC(=O)NCc2ccco2)c1`?
OX1R antag-1: -10; OX1R antag-2: 23

What do the screens show for `Cc1ccc(Nc2nnc(SCc3nc4ccccc4c(=O)[nH]3)s2)cc1`?
OX1R antag-1: -16; OX1R antag-2: -6

What do the screens show for `CN1CCC(=O)N(CCSc2ccccc2)CC1`?
OX1R antag-1: -11; OX1R antag-2: 16

Results for O=C(CSc1nccc(=O)[nH]1)c1cc2ccccc2o1 ?
OX1R antag-1: -4; OX1R antag-2: 15

What do the screens show for `COc1cc(OC)c2ccc(=O)oc2c1C(CC(=O)N1CCN(c2ccccc2)CC1)c1ccc2c(c1)OCO2` (configuration not stated)?
OX1R antag-1: -30; OX1R antag-2: 30

Arranged by length of the SMILES (falling): part of the list above
How did CN(CC(=O)Nc1ccccc1C(F)(F)F)C(=O)C1CCN(S(=O)(=O)c2ccc3c(c2)OCCO3)CC1 do in these assays?
OX1R antag-1: -17; OX1R antag-2: 8

What do the screens show for `CCOc1ccc(N(CC(=O)N2CCCCCC2)S(=O)(=O)c2ccc(C)cc2)cc1`?
OX1R antag-1: -15; OX1R antag-2: 41

What do the screens show for `Cc1ccc(Nc2nnc(SCc3nc4ccccc4c(=O)[nH]3)s2)cc1`?
OX1R antag-1: -16; OX1R antag-2: -6

What do the screens show for `Cc1cc2oc(=O)cc(CN(C)Cc3cccc(F)c3)c2cc1Cl`?
OX1R antag-1: -34; OX1R antag-2: 1

What do the screens show for `CN1CCC(=O)N(CCSc2ccccc2)CC1`?
OX1R antag-1: -11; OX1R antag-2: 16

Other results:
What do the screens show for `Cc1nc(NC(=O)c2ccccc2)sc1-c1csc(Nc2ccc(Cl)cc2)n1`?
OX1R antag-1: -14; OX1R antag-2: 27

Results for NC(=O)c1ccccc1NC(=O)c1ccccc1S(=O)(=O)c1ccccc1[N+](=O)[O-] ?
OX1R antag-1: -5; OX1R antag-2: 29

What do the screens show for `CCOc1ccccc1NC(=O)c1cccc(NC(=O)c2ccco2)c1`?
OX1R antag-1: -23; OX1R antag-2: 29

Results for CCC1=C(OC(=O)N(CC)CC)N2C(=O)OC(=NCC3CC3)[C@]2(Cc2ccccc2)[C@H]2C1=CC[C@H]1C(=O)N(c3ccccc3)C(=O)[C@H]12 ?
OX1R antag-1: -14; OX1R antag-2: 26

What do the screens show for `Cc1ccc(Cl)cc1N(CC(=O)N1CCOCC1)S(C)(=O)=O`?
OX1R antag-1: -4; OX1R antag-2: -1

What do the screens show for `Cc1cc(C)nc(NS(=O)(=O)c2ccc(NC(=O)CSc3nc4ccccc4[nH]3)cc2)n1`?
OX1R antag-1: -19; OX1R antag-2: -3

Results for Clc1ccc(C2=Nn3c(nnc3-c3cc(-c4ccccc4)n[nH]3)SC2)cc1 ?
OX1R antag-1: -23; OX1R antag-2: 14

What do the screens show for `Cc1ccc2nc(Nc3ncc4c(n3)CC(C)(C)CC4=O)nc(C)c2c1`?
OX1R antag-1: -9; OX1R antag-2: 18

Results for CCc1cc(C(=O)Nc2nc(-c3ccccn3)cs2)sc1C ?
OX1R antag-1: 27; OX1R antag-2: 8

What do the screens show for `COc1ccc(Cl)cc1NC(=O)CN(C)CC(=O)NCc1cccs1`?
OX1R antag-1: -20; OX1R antag-2: 1

Results for COc1ccc(-c2nn(-c3ccccc3)cc2/C=N/N2C(=O)CSC2=S)cc1 ?
OX1R antag-1: -2; OX1R antag-2: -1

How did O=C(NCCOc1ccccc1Cl)c1cc(F)c(F)cc1Cl do in these assays?
OX1R antag-1: -15; OX1R antag-2: 3

How did O=C(NCc1ccc(F)cc1)c1cc(-c2cccs2)on1 do in these assays?
OX1R antag-1: -8; OX1R antag-2: 10

How did COc1ccc(-c2[nH]ncc2CN(C)CC2CCCCO2)cc1F (configuration not stated) do in these assays?
OX1R antag-1: -21; OX1R antag-2: 3

What do the screens show for `Cc1nc2ccccc2c(=O)n1NC(=O)CCC(=O)O`?
OX1R antag-1: 1; OX1R antag-2: 3

Results for CCc1ccc(CN2CCCC(C(=O)N3CCCCC3)C2)cc1 (configuration not stated) ?
OX1R antag-1: 4; OX1R antag-2: 14

How did CCOc1ccc(NC(=O)CSc2nnc(C3CC3)n2C2CC2)cc1 do in these assays?
OX1R antag-1: 5; OX1R antag-2: 2

Results for COc1ccc(C(=O)Nn2cnnc2)c(OC)c1 ?
OX1R antag-1: -17; OX1R antag-2: 8

How did Nc1nc(-c2ccccc2)[nH]c(=O)c1N=O do in these assays?
OX1R antag-1: -16; OX1R antag-2: 58*

Results for CC(=O)Nc1ccc(S(=O)(=O)N2CCN=C2SCc2ccc(C)cc2)cc1 ?
OX1R antag-1: -14; OX1R antag-2: 36

Copied from above (4 entries):
How did CCOc1ccc(NC(=O)CSc2nnc(C3CC3)n2C2CC2)cc1 do in these assays?
OX1R antag-1: 5; OX1R antag-2: 2

Results for COc1ccc(C(=O)Nn2cnnc2)c(OC)c1 ?
OX1R antag-1: -17; OX1R antag-2: 8

How did Nc1nc(-c2ccccc2)[nH]c(=O)c1N=O do in these assays?
OX1R antag-1: -16; OX1R antag-2: 58*

Results for CC(=O)Nc1ccc(S(=O)(=O)N2CCN=C2SCc2ccc(C)cc2)cc1 ?
OX1R antag-1: -14; OX1R antag-2: 36

Continuation.
Results for O=C(/C=C/c1cccc(Cl)c1)NCCCN1CCOCC1 ?
OX1R antag-1: -4; OX1R antag-2: 4

What do the screens show for `CNC(=O)CN1C(=O)c2cccc3cccc1c23`?
OX1R antag-1: -4; OX1R antag-2: 17

How did CC(C)N1C(=O)CCC1C(=O)N1CCN(c2ccc(F)cc2)CC1 (configuration not stated) do in these assays?
OX1R antag-1: -10; OX1R antag-2: 9

What do the screens show for `COc1ccc(N(C)S(=O)(=O)c2ccc(C)cc2)c([N+](=O)[O-])c1`?
OX1R antag-1: -23; OX1R antag-2: 23

What do the screens show for `NC(=S)Nc1cc(Cl)ccc1Cl`?
OX1R antag-1: 1; OX1R antag-2: -3

What do the screens show for `CC(=O)OC1C2CCC1C([N+]1(C)CCCCC1)CC2` (configuration not stated)?
OX1R antag-1: -18; OX1R antag-2: 2

What do the screens show for `C=CCn1c(COc2ccc(Cl)cc2)nnc1SCC(=O)N/N=C/c1cccc(O)c1`?
OX1R antag-1: -23; OX1R antag-2: 33

What do the screens show for `Cc1ccc(N(CC(=O)Nc2cc(C)cc(C)c2)S(=O)(=O)c2c(C)noc2C)cc1`?
OX1R antag-1: -12; OX1R antag-2: 26

How did COCC(C)N1C(=O)Cc2c1nc(N)c1c(N)nc(N3CCN(c4ccccc4F)CC3)c(C#N)c21 (configuration not stated) do in these assays?
OX1R antag-1: -5; OX1R antag-2: 35

How did O=C(NCCn1cc(SCc2ccc(F)cc2)c2ccccc21)c1ccccc1F do in these assays?
OX1R antag-1: 9; OX1R antag-2: 29

How did COc1ccc2c(c1)C(C)CC(C)(C)N2C(=O)NC1CCCCC1 (configuration not stated) do in these assays?
OX1R antag-1: -11; OX1R antag-2: 12

How did Cn1nnnc1SCC(=O)Nc1cccc(S(=O)(=O)N2CCCCC2)c1 do in these assays?
OX1R antag-1: 11; OX1R antag-2: 12

Results for CC(=O)Nc1nc2cc3c(cc2s1)OCO3 ?
OX1R antag-1: -12; OX1R antag-2: 0

What do the screens show for `Cc1cccn2c(=O)c3cc(C(=O)NCC4CCCO4)c(=N)n(C4CCCC4)c3nc12` (configuration not stated)?
OX1R antag-1: -26; OX1R antag-2: 59*

What do the screens show for `O=C(c1ccc(-n2cccn2)cc1)N1CCc2c([nH]c3ccccc23)C1c1ccccn1` (configuration not stated)?
OX1R antag-1: 2; OX1R antag-2: 8

What do the screens show for `CCc1sc(C(=O)Nc2ccc(N3CCOCC3)cc2)cc1C`?
OX1R antag-1: 7; OX1R antag-2: 26

What do the screens show for `O=C(c1ccc(Cl)c(S(=O)(=O)NCc2ccccc2)c1)N1CCN(c2ccccn2)CC1`?
OX1R antag-1: -24; OX1R antag-2: 10

Results for CC(=O)Nc1ccc(NC(=O)C(C)OC(=O)c2ccc(OCc3c(C)noc3C)cc2)cc1 (configuration not stated) ?
OX1R antag-1: -5; OX1R antag-2: 7

What do the screens show for `CC(C)(C)c1ccc(/C=C2\SC(=O)N(CCNC(=O)c3cccc(S(=O)(=O)N4CCOCC4)c3)C2=O)cc1`?
OX1R antag-1: 24; OX1R antag-2: 5

Results for O=C(CSc1nncs1)Nc1nnc(-c2ccccc2)o1 ?
OX1R antag-1: -8; OX1R antag-2: 21

Results for COCCCNC(=S)N/N=C/c1ccc(O)cc1 ?
OX1R antag-1: 1; OX1R antag-2: 13

What do the screens show for `NC(=O)C1CC(=O)N(c2ccc(OCC(=O)NCc3ccccc3)cc2)C1` (configuration not stated)?
OX1R antag-1: -16; OX1R antag-2: 12

What do the screens show for `C=C1c2ccccc2NC(=S)N1Cc1ccc2c(c1)OCO2`?
OX1R antag-1: -10; OX1R antag-2: 6

What do the screens show for `Cc1c(C(=O)OCc2nnc(-c3ccccc3)o2)oc2ccccc12`?
OX1R antag-1: -10; OX1R antag-2: 14

Results for Cc1cc2nncn2c(Cc2ccccc2)n1 ?
OX1R antag-1: -12; OX1R antag-2: 2

How did COc1ccc(CCNC(=O)c2cc(-c3cc(C)c(C)cc3O)n[nH]2)cc1OC do in these assays?
OX1R antag-1: -21; OX1R antag-2: 20

What do the screens show for `O=C(COC(=O)c1ccc2c(c1)OCO2)NCc1ccc(Cl)cc1`?
OX1R antag-1: -28; OX1R antag-2: 16

What do the screens show for `O=C(O)COc1ccc(/C=N/NC(=O)/C(=C/C=C/c2ccccc2)NC(=O)c2ccccc2)cc1`?
OX1R antag-1: -24; OX1R antag-2: 10

What do the screens show for `Nn1c(SCC(=O)Nc2ccc(F)cc2)nnc1C1CCCCC1`?
OX1R antag-1: 4; OX1R antag-2: 12

Results for COc1ccc(/C=C2\SC(=S)N(CC3CCCO3)C2=O)cc1 (configuration not stated) ?
OX1R antag-1: -27; OX1R antag-2: 12

What do the screens show for `CCC(=O)Oc1ccc(C(=O)Nc2cccc(C(=O)c3ccccc3)c2)cc1`?
OX1R antag-1: 4; OX1R antag-2: 25

Results for CCn1c(C(C)NC(=O)c2cccc(C)c2)n[nH]c1=S (configuration not stated) ?
OX1R antag-1: -18; OX1R antag-2: 17

What do the screens show for `Oc1ccc(CNCC2COc3ccccc3O2)cc1` (configuration not stated)?
OX1R antag-1: -14; OX1R antag-2: 19

What do the screens show for `CCC(C)c1ccc(NC(=O)COC(=O)CCNC(=O)c2ccco2)cc1` (configuration not stated)?
OX1R antag-1: 7; OX1R antag-2: 4

Results for O=C(Nc1nnc(CC2=CCCCC2)s1)c1cccs1 ?
OX1R antag-1: -9; OX1R antag-2: 40

What do the screens show for `Cc1ccccc1NC(=O)C1C2CCC(O2)C1C(=O)O` (configuration not stated)?
OX1R antag-1: -11; OX1R antag-2: -12

What do the screens show for `C[n+]1nc(Nc2ccccc2)sc1-c1ccc(O)cc1`?
OX1R antag-1: -26; OX1R antag-2: 19

Results for N#Cc1nc(COc2ccccc2Cl)oc1N1CCCC1 ?
OX1R antag-1: -14; OX1R antag-2: 4

What do the screens show for `O=C(CSc1nc(-c2ccccc2)nc2ccc(F)cc12)Nc1cccc(C(=O)O)c1`?
OX1R antag-1: 13; OX1R antag-2: 2

How did COc1ccc(CN2CC(C(N)=O)Oc3ccccc32)cc1F (configuration not stated) do in these assays?
OX1R antag-1: -11; OX1R antag-2: 9

What do the screens show for `CN(CC(=O)Nc1sccc1C#N)C1CCCCC1`?
OX1R antag-1: -20; OX1R antag-2: 11

How did CC(=O)c1cccc(NC(=O)N2CCCC2C(=O)Nc2c(C)cccc2C)c1 (configuration not stated) do in these assays?
OX1R antag-1: 0; OX1R antag-2: 9
